# Screens as filed in PubChem BioAssay.
# HTR5A ag ctr: counter-screen for OPRM1-OPRD1 agonists: human HTR5A agonism; AID 504692; HTR5A agonist assay, luminescence, cell-based; 340,000 tested, 0.61% active; activation, % at 9.3 µM; in the data active means activation mostly above about 9.5%, no sharp cut-off; inactive means mostly below about 7.6%;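 further: 0% = cells with vehicle only and 100% = reference agonist; strong numbers were not always called active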
# Target sequence (P47898 whole entry, looked up): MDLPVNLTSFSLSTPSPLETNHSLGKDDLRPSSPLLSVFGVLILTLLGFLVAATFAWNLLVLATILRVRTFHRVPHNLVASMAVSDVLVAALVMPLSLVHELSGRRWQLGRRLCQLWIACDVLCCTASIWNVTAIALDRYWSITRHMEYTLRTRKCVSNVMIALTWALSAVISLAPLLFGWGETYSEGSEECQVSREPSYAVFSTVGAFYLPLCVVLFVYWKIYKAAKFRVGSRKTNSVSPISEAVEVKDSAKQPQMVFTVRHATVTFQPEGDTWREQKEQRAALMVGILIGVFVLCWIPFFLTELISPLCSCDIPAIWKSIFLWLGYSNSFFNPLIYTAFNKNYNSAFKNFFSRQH
# E coli growth: reduces bacterial viability in AddAB counter-screen | AID 449728 | E. coli V3065 growth, OD600 absorbance, 18 h | 330,000 tested, 0.27% active | inhibition, % at 11.9 µM;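 active means inhibition above the campaign's mean inhibition across all tested compounds plus 3 SD, cut at about 9.9% in these data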;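 further: uninfected addAB+ strain grown without phage in ampicillin broth; 0% = DMSO wells and 100% = ciprofloxacin 0.95 µg/ml wells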
# MOR-DOR inv ag: inverse agonist of human OPRM1-OPRD1 heterodimerization | cell-based MOR-DOR heterodimer luminescence, inverse agonism | P35372+P41143 | inhibition, % at 9.3 µM | 340,000 tested, 0.21% active | AID 504357; in the data active means inhibition above about 22%, passing the limit was not always enough;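 further: 0% = cells with DMSO and 100% = wells without cells with DMSO; values of inactives mirror those of a sister screen read the other way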
# DSG3 Ab inh: human desmoglein-3 autoantibody binding inhibition; P32926; DSG3-coupled beads, scFv-anti-DSG3-GFP binding, flow cytometry; hits give low values; binding (percent of control), % at 10 µM; 310,000 tested, 0.48% active; AID 588358;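 active means binding more than 3 SD below its plate's average and above zero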;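 further: hits lower antibody fragment binding to DSG3; some compounds called inactive have numbers as strong as hits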
# AddAB inh: less growth of phage-infected E. coli with AddAB; E. coli expressing H. pylori AddAB, absorbance growth; inhibition, % at 11.9 µM; 330,000 tested, 0.29% active; AID 435030; in the data active means inhibition above about 12%;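 further: 0% = vehicle wells of infected cells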
# SUMO Mot1 rescue: SUMOylation pathway inhibition by Mot1-301 growth rescue | AID 2716 | 320,000 tested, 1% active | growth rescue, % at 18.8 µM | S. cerevisiae Mot1-301 growth rescue, ATP luminescence, 38.5C; percent above DMSO median, 100 means doubled;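 active means every valid replicate shows activation above 250% relative to neutral control wells; inactive means the rest, any valid replicate at or below 250%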;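 further: OY570 slx delta 5 strain wells were the positive control but not used for scaling; some compounds called inactive have numbers as strong as hits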
# phage Ecoli inh: E. coli growth loss with phage present; growth absorbance; inhibition, % at 11.9 µM; 360,000 tested, 0.26% active; in the data active means inhibition above about 11%
# PfHsp90 set2: reduces growth (ATP signal) of yeast expressing P. falciparum Hsp90. inhibition, % at 9.4 µM. AID 504621. 310,000 tested, 0.32% active. S. cerevisiae expressing PfHsp90, BacTiter-Glo ATP, 48 h; yeast lacking PDR1 and PDR3 efflux regulators;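 active means every replicate shows inhibition above about 80%, whatever the replicate mean, limit read from the data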;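 further: 0% = DMSO neutral controls and 100% = 20 µM radicicol positive controls; yeast relying on Plasmodium falciparum Hsp90 in place of its own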
# OPRM1-OPRD1 ag: OPRM1-OPRD1 heterodimerization agonism | activation, % at 9.3 µM | cells, luminescence | P35372+P41143 | 340,000 tested, 0.3% active; in the data active means activation above about 18%;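 further: 0% = vehicle-treated cells and 100% = reference agonist; values of inactives mirror those of a sister screen read the other way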
# PKA-R1A act: activators of PKA-R1A complex; PKA-R1A dissociation, Cy5-IP20 fluorescence polarization; scaled: DMSO 0%, 113 µM cGMP 100%; activation, % at 11.4 µM; 340,000 tested, 0.083% active;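 active means percent activation above the mean of all tested compounds plus 3 SD, cut at about 19% in these data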;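 further: higher means more PKAc released from R1A so a rise in polarization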
# HTR5A inv ctr: inverse agonist of human HTR5A in OPRM1-OPRD1 counter-screen. AID 504634. HTR5A cell line, luminescence, inverse agonism. 340,000 tested, 0.083% active. P47898. inhibition, % at 9.3 µM; in the data active means inhibition mostly above about 23%, no sharp cut-off; inactive means mostly below about 18%;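 further: 0% = cells with DMSO and 100% = no-cell wells with DMSO; some compounds called inactive have numbers as strong as hits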
# Active calls of the source: *; nt = not tested or not shown.
# Start of the listing, in advance (14 entries):
canonical_smiles	HTR5A ag ctr	E coli growth	MOR-DOR inv ag	DSG3 Ab inh	AddAB inh	SUMO Mot1 rescue	phage Ecoli inh	PfHsp90 set2	OPRM1-OPRD1 ag	PKA-R1A act	HTR5A inv ctr
CC(C)C(NC(=O)CCN1C(=O)c2ccccc2C1=O)c1ccccc1 (stereo unspecified)	-1	nt	11	102	nt	0	1.9	-19	-2.3	-9	5
COC(=O)c1sc2ccccc2c1NC(=O)c1ccc(S(=O)(=O)N2CCCC(C)C2)cc1 (stereo unspecified)	1	1.1	12	86	0.9	511*	2.8	29	-2.4	-6	-2
Cc1cc(N/N=C/c2ccc(Cl)cc2)nc(NCc2ccccc2)n1	-3	0.7	-22	106	0.6	166	5.4	1	4.3	1	8
COc1ccc(/C=C(\NC(=O)c2ccc(C)cc2)C(=O)NCCCn2ccnc2)cc1	6	1.3	12	99	1.8	4	1.7	19	-1.8	7	-17
O=C(Nc1ccccc1)N1CCCC(c2nc(-c3ccc(F)cc3)no2)C1 (stereo unspecified)	-3	-0.5	2	92	1.8	-3	3.0	6	-0.3	-4	27
O=C(COC(=O)/C=C/c1ccc([N+](=O)[O-])cc1)NC(c1ccccc1)c1ccccc1	5	2.4	2	101	4.5	-10	0.3	8	-0.3	-9	-12
CN(Cc1ccsc1)C(=O)CCc1nnc(Cc2c[nH]c3ccccc23)o1	-3	0.7	13	100	-0.5	26	3.2	3	-2.3	-7	8
COc1ccccc1C(=O)N(C)CC(=O)Nc1ccc(N2CCOCC2)cc1	2	0.0	6	93	1.0	58	-1.2	-12	-1.5	4	18
O=C(COc1ccc(Cl)cc1)NNC(=O)CSc1nncs1	-2	-1.8	15	nt	5.1	63	2.1	-4	-3.3	-1	21
O=C(Cn1nnc2ccccc21)c1ccccc1	-4	-1.6	15	100	1.8	2	2.7	19	-2.8	0	-16
O=C(NC1CCCCC1)C(c1ccccn1)N(C(=O)c1csnn1)c1ccccc1 (stereo unspecified)	2	0.1	5	102	0.0	144	0.3	5	-1.0	-6	-12
COc1ccc(Cc2nnc(NC(=O)c3cc(OC)c(OC)c(OC)c3)s2)cc1OC	0	-1.8	10	104	4.8	-25	0.7	9	-2.0	-5	0
O=C(CCCN1C(=O)/C(=C/c2cccs2)SC1=S)Nc1ccc(C(=O)O)cc1	nt	1.7	nt	103	6.0	17	3.8	0	nt	nt	nt
CCCCNC(=O)N1CCN(c2ccnc3cc(Cl)ccc23)CC1	2	-1.6	7	95	-0.3	14	nt	-5	-1.2	12	-7

# The whole of this part (from the top)
canonical_smiles	HTR5A ag ctr	E coli growth	MOR-DOR inv ag	DSG3 Ab inh	AddAB inh	SUMO Mot1 rescue	phage Ecoli inh	PfHsp90 set2	OPRM1-OPRD1 ag	PKA-R1A act	HTR5A inv ctr
CC(C)C(NC(=O)CCN1C(=O)c2ccccc2C1=O)c1ccccc1 (stereo unspecified)	-1	nt	11	102	nt	0	1.9	-19	-2.3	-9	5
COC(=O)c1sc2ccccc2c1NC(=O)c1ccc(S(=O)(=O)N2CCCC(C)C2)cc1 (stereo unspecified)	1	1.1	12	86	0.9	511*	2.8	29	-2.4	-6	-2
Cc1cc(N/N=C/c2ccc(Cl)cc2)nc(NCc2ccccc2)n1	-3	0.7	-22	106	0.6	166	5.4	1	4.3	1	8
COc1ccc(/C=C(\NC(=O)c2ccc(C)cc2)C(=O)NCCCn2ccnc2)cc1	6	1.3	12	99	1.8	4	1.7	19	-1.8	7	-17
O=C(Nc1ccccc1)N1CCCC(c2nc(-c3ccc(F)cc3)no2)C1 (stereo unspecified)	-3	-0.5	2	92	1.8	-3	3.0	6	-0.3	-4	27
O=C(COC(=O)/C=C/c1ccc([N+](=O)[O-])cc1)NC(c1ccccc1)c1ccccc1	5	2.4	2	101	4.5	-10	0.3	8	-0.3	-9	-12
CN(Cc1ccsc1)C(=O)CCc1nnc(Cc2c[nH]c3ccccc23)o1	-3	0.7	13	100	-0.5	26	3.2	3	-2.3	-7	8
COc1ccccc1C(=O)N(C)CC(=O)Nc1ccc(N2CCOCC2)cc1	2	0.0	6	93	1.0	58	-1.2	-12	-1.5	4	18
O=C(COc1ccc(Cl)cc1)NNC(=O)CSc1nncs1	-2	-1.8	15	nt	5.1	63	2.1	-4	-3.3	-1	21
O=C(Cn1nnc2ccccc21)c1ccccc1	-4	-1.6	15	100	1.8	2	2.7	19	-2.8	0	-16
O=C(NC1CCCCC1)C(c1ccccn1)N(C(=O)c1csnn1)c1ccccc1 (stereo unspecified)	2	0.1	5	102	0.0	144	0.3	5	-1.0	-6	-12
COc1ccc(Cc2nnc(NC(=O)c3cc(OC)c(OC)c(OC)c3)s2)cc1OC	0	-1.8	10	104	4.8	-25	0.7	9	-2.0	-5	0
O=C(CCCN1C(=O)/C(=C/c2cccs2)SC1=S)Nc1ccc(C(=O)O)cc1	nt	1.7	nt	103	6.0	17	3.8	0	nt	nt	nt
CCCCNC(=O)N1CCN(c2ccnc3cc(Cl)ccc23)CC1	2	-1.6	7	95	-0.3	14	nt	-5	-1.2	12	-7
CCCOc1ccc(CCC(=O)O)cc1	-1	1.9	7	101	-0.7	nt	0.5	20	-1.3	8	0
O=C(Nc1nonc1-c1ccc(F)cc1)c1ccco1	-1	0.0	12	98	1.5	-14	1.1	-4	-2.3	1	4
CCOC(=O)c1cnc2ncnn2c1N	-3	-1.0	13	98	1.1	94	1.6	8	-2.4	4	-1
COc1cccc(NC(=O)CN2CCN(CC(=O)Nc3ccccc3Cl)CC2)c1	0	0.8	15	100	2.4	-4	0.9	8	-3.4	-10	-1
Cc1cccc(-n2c(N)cc(=O)nc2SCC(=O)Nc2ccccc2)c1	12	1.7	7	113	-2.2	-3	1.9	-7	-1.4	-8	-29
CS(=O)(=O)N(CC(=O)Nc1cccc(Cl)c1Cl)c1ccccc1	-4	-0.3	0	nt	4.2	-33	0.2	-24	-0.1	-2	13

# An excerpt from above with just HTR5A ag ctr and SUMO Mot1 rescue:
structure,HTR5A ag ctr,SUMO Mot1 rescue
CCCOc1ccc(CCC(=O)O)cc1,-1,nt
O=C(COC(=O)/C=C/c1ccc([N+](=O)[O-])cc1)NC(c1ccccc1)c1ccccc1,5,-10

# Further records follow.
canonical_smiles	HTR5A ag ctr	E coli growth	MOR-DOR inv ag	DSG3 Ab inh	AddAB inh	SUMO Mot1 rescue	phage Ecoli inh	PfHsp90 set2	OPRM1-OPRD1 ag	PKA-R1A act	HTR5A inv ctr
COc1ccc(-n2c(COc3ccc(Cl)cc3)nnc2SCc2ccc(C#N)cc2)cc1	6	1.7	-26	99	1.1	132	0.4	-3	4.6	-2	7
Cc1ccc(-c2csc(NC(=O)c3ccc(S(=O)(=O)N4CCc5ccccc54)cc3)n2)cc1	-2	0.5	-4	94	1.6	254	-1.1	-17	0.7	0	5
COc1ccc(NC(=O)c2ccc(S(=O)(=O)N3CCCC3)cc2)cc1OC	2	3.0	5	106	1.6	-5	2.2	-4	-1.2	-4	-5
O=C(Nc1cc(S(=O)(=O)N2CCOCC2)ccc1N1CCCC1)C1CC1	4	-0.3	13	104	2.1	-10	3.8	12	-2.5	13	-11
CCOc1ccc(NC(=O)COC(=O)c2ccc(S(=O)(=O)N3CCOCC3)cc2)cc1	2	0.8	12	104	2.7	-23	7.1	-8	-3.0	14	7
CSc1ccc(NC(=O)Nc2ccc(C(=O)NCC(=O)O)cc2)cc1	-1	nt	22	94	nt	10	-0.6	6	-3.8	3	5
Cc1c(N2C(=O)SC(CC(=O)O)C2=O)c(=O)n(-c2ccccc2)n1C (stereo unspecified)	-1	-2.5	5	nt	0.7	294	-1.1	-1	-0.8	-11	23
COc1cccc(NC(=O)c2cnc(SC)nc2C)c1	-3	nt	1	nt	nt	-33	0.9	0	-0.3	-7	10
Cc1cc(Cl)c(OCCCNC2CCCC2)c(Br)c1	1	-0.9	-10	102	2.5	-9	4.4	-11	2.2	-5	-5
CC(=O)NC1=NN(C(C)=O)C(c2sccc2C)S1 (stereo unspecified)	-1	0.8	0	107	1.1	6	1.1	-6	0.1	-5	2
O=C(Nc1nnc(SCc2ccc(F)cc2)s1)c1ccc2c(c1)C(=O)N(c1ccccc1Cl)C2=O	-5	1.4	10	88	-0.5	14	2.6	-1	-1.6	-7	-25
COc1ccc(C2CC(=O)Nc3n[nH]c(-c4ccccc4)c32)cc1OC (stereo unspecified)	3	0.3	8	nt	2.7	-7	-0.6	24	-1.8	-3	-9
O=C(NNC(=O)c1nc(Cl)ccc1Cl)c1ccc(F)cc1	-4	-3.5	0	110	4.6	6	-4.0	10	0.1	-9	10
COCCCC1CCN(C(=O)c2cc(COc3ccc(C)nc3)on2)CC1	3	1.3	-4	108	-0.3	3	1.6	-30	0.7	-4	-4
CCSc1nnc(NC(=O)C(NC(=O)c2ccc(Cl)cc2)C(C)C)s1 (stereo unspecified)	2	-1.2	20	83	1.9	-7	2.8	-19	-3.9	-3	-14
CCSc1cc(N2CCCC2)nc(-c2ccc(C)cc2)n1	2	1.6	-10	98	0.8	-4	2.6	-50	1.6	-6	-5
COc1ccccc1NC(=O)COC(=O)C1CCN(/C=C/C(=O)C(F)(F)F)CC1	0	0.4	1	108	2.4	6	3.8	21	-0.2	8	0
O=c1c2cc(Br)ccc2[nH]c(=S)n1Cc1ccccn1	-1	2.0	64*	93	-1.8	5	3.2	3	-11	-2	2
CC(Oc1ccc(F)cc1)C(=O)Nc1ccccc1C(=O)N1CCCCC1 (stereo unspecified)	-3	1.2	3	nt	2.7	-5	3.1	17	-0.8	10	7
O=C(c1cccc(S(=O)(=O)N2CCOCC2)c1)N(Cc1ccco1)Cc1cccs1	-4	-2.2	11	102	0.6	-15	3.5	-14	-2.8	-20	10
